# hcDAF-12 act: H. contortus DAF-12 nuclear receptor activators, primary screen, cell-based, luminescence, HEK293, lit1-tk-luc reporter; HEK293 hcDAF-12 lit1-tk-luc reporter; 0% DMSO, 100% Δ7-dafachronic acid; activation, % at 6.8 µM; 370,000 tested, 1.4% active; AID 652067, 2013;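 active = activation above the mean of all tested compounds plus 3 SD, cut at about 5.5% in these data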;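 note: 100% = response to 3 µM Δ7-dafachronic acid high control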
# NPR1 activator: GC-A stimulated cGMP production enhancers – HEK293 GC-A cells, cGMP TR-FRET, EC30 ANP, primary screen | 0% at EC30 ANP, 100% saturating ANP | activation, % at 10 µM | 370,000 tested, 0.14% active | Atrial natriuretic peptide receptor 1 (Homo sapiens), P16066 | AID 1671463, 2021; in the data active = activation above about 40%
# NPR2 activator: human GC-B receptor activators, primary screen, HEK293 GC-B cells, cGMP TR-FRET, EC30 CNP. 0% at EC30 CNP, 100% saturating CNP. activation, % at 10 µM. 370,000 tested, 0.11% active. AID 1920062, 2024;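 active = activation at 10 µM reaching about 35% in either raw or pattern-adjusted values, limit read from the data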
# hgDAF12 agonist: H. glycines DAF-12 receptor agonists, primary screen, cell-based, luminescence, HEK293, GAL4 fusion, UAS-luciferase; Nuclear hormone receptor DAF-12 (Heterodera glycines), GAL4 fusion; HEK293 GAL4-hgDAF12 UAS-luciferase reporter, agonist luminescence; normalized to butyrate control; activation, % at 6.8 µM; 370,000 tested, 1.8% active; AID 687014, 2013;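 active = activation above a cutoff set at the mean of all screened compounds plus 3 SD, cut at about 10% in these data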;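 note: 0% = DMSO wells and 100% = sodium butyrate wells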
# ssDAF12 agonist: S. stercoralis DAF-12 nuclear receptor activators, primary screen, cell-based, luminescence, HEK293, GRIP1 co-expression, lit1-tk-luc. activation, % at 6.8 µM. AID 652126, 2013. Nuclear hormone receptor DAF-12 (Strongyloides stercoralis). HEK293 ssDAF-12/GRIP1 lit1-tk-luc reporter; % of 3 µM dafachronic acid response. 370,000 tested, 1% active;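 active = activation above the mean over all tested compounds plus 3 SD, cut at about 0.9% in these data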;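 note: 0% = DMSO-only wells and 100% = 3 µM delta7-dafachronic acid wells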
# KLK7 zymogen act: proKLK7 zymogen activators, primary screen, biochemical, fluorescence intensity; activation, % at 7 µM; AID 652039, 2013; 370,000 tested, 0.9% active; purified proKLK7, EDANS-DABCYL substrate fluorescence; 100% is mature enzyme control, 0% vehicle;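 active = activation above the mean of all tested compounds plus 3 SD, computed per campaign excluding outliers beyond control limits, cut at about 13% in these data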
# Target sequence (P49862 whole entry, looked up): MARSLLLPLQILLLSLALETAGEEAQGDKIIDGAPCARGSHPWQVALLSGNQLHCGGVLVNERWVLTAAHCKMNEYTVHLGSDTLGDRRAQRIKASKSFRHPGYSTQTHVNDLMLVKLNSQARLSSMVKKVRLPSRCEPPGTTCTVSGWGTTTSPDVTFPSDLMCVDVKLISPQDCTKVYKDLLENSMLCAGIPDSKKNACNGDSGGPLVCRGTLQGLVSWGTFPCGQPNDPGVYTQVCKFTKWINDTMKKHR
# SMARCA2 act: SMARCA2 (BRM) function activators, primary screen, cell-based, luminescence, high throughput; MG213 cells, MMTV-luciferase reporter, dexamethasone, overnight; activation, % at 9.1 µM; AID 652017, 2013; 370,000 tested, 1% active; in the data active = activation above about 7.8%;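 note: 0% = vehicle wells and 100% = reference activator wells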
# DAX1 inh-1: DAX1 (NR0B1) inhibitors, primary screen, cell-based, HEK293, Gal4-DAX1, luciferase luminescence | AID 504766, 2011 | 340,000 tested, 0.99% active | inhibition, % at 6.75 µM | Nuclear receptor subfamily 0 group B member 1 (Homo sapiens), P51843 | HEK293 Gal4-DAX1 luciferase reporter;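 active = inhibition above the mean over all tested compounds plus 3 SD, cut at about 4.2% in these data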;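 note: 0% = DAX1-transfected cells with DMSO and 100% = empty-vector control cells with DMSO; inhibition shows as a rise in luminescence from relieved DAX1 repression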
# Target sequence (P51843 207-470 limits assumed): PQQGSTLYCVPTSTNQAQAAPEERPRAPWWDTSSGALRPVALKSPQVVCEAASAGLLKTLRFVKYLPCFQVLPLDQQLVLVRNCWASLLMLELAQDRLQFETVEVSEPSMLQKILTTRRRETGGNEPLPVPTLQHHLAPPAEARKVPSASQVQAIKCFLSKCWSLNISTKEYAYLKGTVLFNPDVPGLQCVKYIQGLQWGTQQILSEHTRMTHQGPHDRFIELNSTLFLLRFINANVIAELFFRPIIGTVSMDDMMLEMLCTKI
# sPLA2-III inh: human group III sPLA2 inhibitors, primary screen, biochemical, QFRET, BODIPY PC-A2 liposome substrate; Group 3 secretory phospholipase A2 (Homo sapiens), Q9NZ20; QFRET BODIPY PC-A2 liposome hydrolysis, fluorescence; inhibition, % at 12.2 µM; 370,000 tested, 0.56% active;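 active = inhibition above mean plus 3 SD of compounds lying within the high and low control bounds, cut at about 19% in these data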;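 note: 0% = median of test compound wells and 100% = no enzyme DMSO wells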
# Target sequence (Q9NZ20 whole entry, looked up): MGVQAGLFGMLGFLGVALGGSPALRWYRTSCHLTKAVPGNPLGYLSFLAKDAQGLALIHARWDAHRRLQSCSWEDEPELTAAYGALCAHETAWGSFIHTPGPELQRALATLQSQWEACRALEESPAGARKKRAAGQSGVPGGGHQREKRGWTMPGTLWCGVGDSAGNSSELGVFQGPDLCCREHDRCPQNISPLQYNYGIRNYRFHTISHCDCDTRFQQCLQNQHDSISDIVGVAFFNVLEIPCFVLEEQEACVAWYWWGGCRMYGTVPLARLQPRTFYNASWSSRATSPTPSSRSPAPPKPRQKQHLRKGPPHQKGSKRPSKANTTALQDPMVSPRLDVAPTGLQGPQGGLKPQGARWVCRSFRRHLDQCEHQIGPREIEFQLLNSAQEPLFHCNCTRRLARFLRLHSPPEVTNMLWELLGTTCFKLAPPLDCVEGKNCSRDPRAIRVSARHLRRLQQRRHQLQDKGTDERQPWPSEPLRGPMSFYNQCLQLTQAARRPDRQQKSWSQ
# FXN GAA850 act: FXN promoter activators, primary screen, cell-based, luciferase luminescence, HEK293 lucGAA850 | activation, % at 6 µM | 360,000 tested, 0.56% active | HEK293 lucGAA850 FXN promoter luciferase reporter, 24 h; percent of 10 µM SAHA response;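 active = activation above the average of all compounds screened plus 3 SD, cutoff fixed separately per campaign, cut at about 7.5% in these data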;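 note: 0% = DMSO wells and 100% = 10 µM SAHA wells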
# DAX1 inh-2: DAX1 (NR0B1) inhibitors on StAR promoter, primary screen, cell-based, luminescence, SF-1 (NR5A1), full-length DAX-1 | AID 652010, 2013 | inhibition, % at 6.8 µM | 370,000 tested, 1.1% active | HEK293T StAR-luciferase reporter, SF-1/DAX-1 repression relief;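 active = inhibition above the mean over all tested compounds plus 3 SD, cut at about 3.6% in these data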;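 note: 0% = DAX-1 cells with DMSO and 100% = cells lacking DAX-1 with DMSO; higher inhibition means more luminescence from relief of DAX-1 repression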
# Starred values were filed as active, the others as inactive; · = not tested or not shown.
# The line under a structure holds: hcDAF-12 act, NPR1 activator, NPR2 activator, hgDAF12 agonist, ssDAF12 agonist, KLK7 zymogen act, SMARCA2 act, DAX1 inh-1, sPLA2-III inh, FXN GAA850 act, DAX1 inh-2
O=C(CN1CCOCC1)Nc1ccccc1Sc1ccc(Cl)cc1
 : -2.7, 12, -2, -0.3, -1.4, 0.2, -1, -1.4, -4, 2.3, -1.0
CCCCn1c(=O)[nH]c(=O)c2c1nc(-c1cc(Cl)c(OC)c(OC)c1)n2C
 : 0.8, -4, -2, -0.2, -0.9, -0.5, -2, 0.5, 1, -1.3, 0.5
O=C(CSc1nc(C2CCCCC2)n(-c2ccccc2)n1)NCC(F)(F)F
 : 0.3, -5, -6, -1.7, -2.2, -0.3, -3, -1.1, -1, 2.0, -0.5
Nc1nc(N)nc(Cc2ccccc2O)n1
 : -1.5, 1, 0, 0.4, -1.4, 0.2, 1, -0.4, 5, 3.2, 0.2
COC(=O)c1c(NC(=O)C2C3C=CC(CC3)C2C(=O)O)sc(C)c1C (configuration not stated)
 : 0.8, 0, 1, 0.2, -0.8, 0.4, 1, -0.7, -1, 2.2, 0.1
Cc1nc2ccccc2c(=O)n1NC(=O)c1ccc([N+](=O)[O-])cc1Cl
 : -0.1, -2, 0, 2.8, -0.3, -0.2, -2, 0.4, -6, 2.4, -0.2
O=C1CN(C(=O)COC(=O)c2c(F)cccc2Cl)c2ccccc2N1
 : 3.3, 1, 2, -0.8, -0.6, -0.4, -4, 0.7, 14, 1.5, 1.2
O=[N+]([O-])c1ccccc1OCc1nc(-c2cccs2)no1
 : 4.5, -1, 0, 14*, 0.5, -0.3, 2, 2.2, -9, 4.9, 8.5*
COc1ccc(-n2ncc3c(NCc4cccnc4)ncnc32)cc1
 : 3.3, 9, -1, 11*, 0.1, 0.9, 3, 2.4, -8, 2.2, 2.1
Cc1ccc(NC(=O)CCC(=O)c2cccs2)cc1F
 : 0.3, 4, 1, -0.2, -1.3, -0.2, 2, 1.2, 1, 2.2, -0.7
CCN(CC)C(CNC(=O)CSc1nnnn1-c1c(C)cccc1C)c1ccco1 (configuration not stated)
 : -0.8, 0, -6, 0.0, -0.5, -0.3, -2, 0.0, -2, -0.3, 3.6*
CCc1ccc(OCC(=O)c2c(O)c3ccccc3oc2=O)cc1
 : -1.8, -2, -6, -1.1, -1.3, 0.2, -4, -0.5, -4, 1.8, -0.1
CC(=O)N1CN(Cc2ccccn2)Cc2c1sc1c2CCCC1
 : 0.9, -2, 0, 0.3, -1.7, 0.8, 0, 0.3, -3, -1.6, -0.1
CCCCc1c(-c2ccccc2OC)ncn1Cc1ccc(C)cc1
 : -2.2, -8, -9, -4.7, -2.1, -0.2, -11, ·, -11, ·, -2.3
CCOc1ccccc1C=NNC(=O)C(=O)NN=Cc1ccccc1OCC
 : -0.2, -2, -1, 1.3, -1.6, -0.7, -3, 0.3, -4, 0.1, -0.8
COc1ccc(CNC(=O)CN(C(=O)c2csnn2)c2cnc3ccccc3c2)cc1
 : 1.7, 2, -1, 0.1, -0.9, 0.0, -2, -1.4, -2, 2.2, 0.0
CNC(=S)N1CCN(C(=O)c2ccco2)CC1
 : 1.3, 1, 2, -0.3, -1.0, 0.2, -3, -1.0, 10, 0.5, -0.3
COc1cccc(NC(=O)CSc2nc(=O)n(CCN(C)C)c3c2CCCC3)c1
 : 0.9, 2, -1, -0.2, -0.6, 0.6, 2, 1.1, -2, 0.1, 2.0
CS(=O)(=O)c1ccccc1-c1nnc(NC(=O)c2ccco2)o1
 : 0.1, 3, 3, 0.2, -0.6, -0.1, -1, -0.4, 2, -0.3, -0.2
CN=C1c2c(-c3ccccc3)c3cc(OC)ccc3n2CCN1C
 : -1.5, -22, -23, 2.1, -1.1, 0.8, 1, 0.4, 10, -0.2, 0.8
Cc1ccc(S(=O)(=O)N(CCC#N)C2CCCCC2)c2nsnc12
 : 1.0, 2, -4, -1.0, -1.1, -0.1, -4, -0.3, -1, 1.0, -0.1
CN(C)S(=O)(=O)c1ccc2nc(NC(=O)c3cccs3)sc2c1
 : 5.6*, -9, -4, 15*, 0.6, -0.2, 6, 3.5, -4, 3.3, 3.8*
COc1ccc2nc(NC(=O)c3cccc(S(=O)(=O)N4CCOCC4)c3)sc2c1
 : -2.1, 0, -3, -2.2, -1.7, 0.6, -7, -1.7, 0, 0.1, -1.1
CSc1ccc(OC2CCCCC2NS(=O)(=O)c2ccccc2)cc1 (configuration not stated)
 : 1.2, -6, 4, -2.3, -1.5, 0.3, -1, -0.9, -6, 2.5, -0.2
O=C(/C=C/c1cccs1)NNC(=O)c1ccccc1
 : 6.0*, 1, 2, 6.7, -0.1, -0.6, 0, 0.2, 20*, 0.4, 1.5
O=[N+]([O-])c1ccc(N2CCN(c3ccc(F)cc3)CC2)nc1
 : -0.7, -11, -3, 2.0, -1.8, 0.5, -2, 0.9, 9, 2.1, -0.3
COc1cccc(NC(=O)c2ccc(Cn3cc([N+](=O)[O-])cn3)o2)c1
 : -1.9, -4, -3, 1.3, -1.9, -0.4, -2, 0.6, -2, 1.1, 0.5
Fc1ccc(-c2nc3ccccn3c2NCc2ccc3c(c2)OCO3)cc1
 : -0.5, 4, 2, 1.8, -1.1, -20, 4, -1.1, 13, 1.9, -0.9
CCOC(=O)Nc1ccc2c(COC(=O)c3ccccc3O)cc(=O)oc2c1
 : 2.2, -4, -1, 4.2, -0.3, 4.5, 1, -1.9, -2, -1.6, 0.1
C/C(Cl)=C\Cn1c(O)c(N=O)c2ccccc21
 : -2.3, 9, -2, -2.2, -1.3, -0.7, 0, -1.1, -48, 1.7, 0.3
CCc1ccc(CN(C)C(=O)C2CCC(=O)N(Cc3ccccn3)C2)cc1 (configuration not stated)
 : 0.1, 0, -1, 0.6, -0.3, 0.2, 2, 0.3, -2, 0.4, 0.2
O=C(NCc1ccco1)C(=O)NCC1OCCCN1S(=O)(=O)c1ccccc1 (configuration not stated)
 : 0.5, -1, -3, -2.5, -1.3, 0.3, -1, -0.7, 0, 3.4, -0.1
Cc1c(C(=O)NCc2ccccn2)oc2c(Cl)cccc12
 : -1.1, 0, 1, 0.4, -1.5, 0.1, -3, 0.2, 12, 3.2, 0.3
CN1C(=O)C(=O)/C(=C(/O)c2ccc(Br)cc2)C1c1ccc(Cl)cc1 (configuration not stated)
 : -1.9, 3, 4, -0.4, -1.1, -0.2, -1, -0.6, -9, -0.6, -0.3
Cc1nnc(NC(=O)c2ccc(Br)o2)s1
 : 0.9, 6, 3, 0.9, -1.3, -1.0, 3, 0.3, -1, 2.2, 0.1
O=C1/C(=C/c2ccco2)SC(=S)N1C1CCS(=O)(=O)C1 (configuration not stated)
 : -2.1, -5, -1, 2.6, -1.5, 0.2, 1, -1.6, -5, -3.2, -0.9
CCn1c(CNC(=O)Cc2ccc(OC)cc2)n[nH]c1=S
 : -1.4, -1, -1, -0.1, -1.6, -0.2, -2, -0.7, 1, 2.0, 4.1*
Cc1c(O)nc2sc3ccccc3n2c1=O
 : 3.1, -1, -8, -0.4, -0.2, -0.3, -5, ·, 6, ·, 0.5
Cc1cc(O)ccc1-c1cc(C(=O)NCc2ccc(F)cc2)[nH]n1
 : -0.9, 1, -1, 0.8, -1.2, 0.1, -3, ·, -11, -1.8, 0.9
Cc1nnc(Sc2cc(C(=O)NC3CC3)c3ccccc3n2)s1
 : 5.0, 1, 0, 2.2, -0.4, 1.6, 1, 3.7, -2, 1.2, -0.5
CCOC(=O)N1CCN(S(=O)(=O)c2ccc(C(=O)Nc3nnc(C4CC4)o3)cc2)CC1
 : 0.9, -2, 2, 2.1, -1.0, 0.1, -1, 0.3, -6, -1.2, -0.3
COC(=O)c1ccc(-c2nc(CN3CCCN(C(=O)c4ccco4)CC3)c(C)o2)cc1
 : 0.0, -3, -12, 1.6, -1.1, 0.3, 1, 0.2, -5, -0.5, 1.3
COc1ccc(-n2c(C)cc(/C=C3/SC(=O)N(CC(=O)N4CCOCC4)C3=O)c2C)cc1
 : -0.1, -1, 1, -0.6, -0.8, 0.5, 2, 1.0, -1, 0.6, -0.1
CCOc1ccc(NC(=O)CCN2CCCCC2)cc1
 : -0.6, -1, 3, 0.8, -0.4, -0.3, 1, 0.7, 0, -1.0, 0.1
Cc1cc(=O)oc2cc(OC(C)C(=O)N3CCOCC3)c(Cl)cc12 (configuration not stated)
 : 0.1, 2, 0, -4.0, -0.9, 2.4, 0, 2.2, 5, 0.0, -0.5
COc1ccc(C2/C=C\CN(CC(C)C)CC(=O)N2Cc2ccc(F)cc2)cc1 (configuration not stated)
 : 0.0, 1, -8, 1.4, -0.6, -0.3, -1, -0.8, 6, 1.4, -0.9
COc1ccc(C(=O)N(C)C(C)c2ccon2)cc1OC1CCN(C(C)C)CC1 (configuration not stated)
 : 0.0, 0, -2, -0.1, -0.9, -0.5, -1, 0.8, 9, 0.0, -0.6
CC(C)(C)C(=O)NCCc1nc(-c2ccccc2)no1
 : 0.4, 0, 3, -3.8, -1.8, 0.1, -1, -0.3, 6, -2.9, -0.9
CC(=O)N1CC(=O)N(c2ccccc2)C1=O
 : 1.2, 1, 1, -2.5, -1.2, -0.6, -4, 1.5, 19, 0.0, 0.1
O=C(Nc1cccc2ccccc12)c1cnccn1
 : 0.4, -2, 5, 4.5, -0.8, -0.6, 3, 1.1, 6, 1.8, 0.6
COc1ccc(S(=O)(=O)NC(C)c2ccc3c(c2)OCCO3)cc1 (configuration not stated)
 : 0.2, 1, 5, -0.3, -1.5, 0.1, -1, 0.9, 8, 0.3, 0.3
Cc1n[nH]c(=S)n1/N=C/c1cccc(OCc2ccccc2)c1
 : 0.0, -9, -10, 0.3, -1.1, -0.2, 8.6*, 1.2, 7, 0.8, 0.1
CC12CN3CCN(CC(C3)C1(O)CN1CCCCC1)C2 (configuration not stated)
 : 0.7, 0, 2, -0.6, 0.0, 0.4, 1, 0.9, -1, 1.4, -1.2
CCOC(=O)C1(C)/C(=N/Nc2ccccc2)C(=O)C(=O)N1c1ccccc1 (configuration not stated)
 : -1.0, -2, -2, -0.2, -1.0, 0.1, 2, -0.1, -5, -0.5, -0.9
CC(=O)Nc1ccc(-c2csc(Nc3cc(C)ccn3)n2)cc1
 : -3.5, 4, -3, 1.8, -2.8, 0.0, -1, -1.4, -31, 1.5, -3.0

# Bioassay records as filed in PubChem.

# The order is random, and some 6.7% of all compounds hit somewhere here.
